# PolyA inh: polyadenylation inhibitors in yeast reporter cells, primary screen, luminescence, S. cerevisiae; S. cerevisiae SKY197-pL101 polyadenylation reporter, beta-gal luminescence; efflux-impaired pdr1/pdr3 knockout yeast; score 100 = 6 SD above DMSO; calls only at 12 µM; 300,000 tested, 0.02% active;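 active = lowest replicate activity score at least 50, where 100 means six control SD above control mean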;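 note: yeast exposed to compound for 9 h at 30 °C; higher score means more reporter readthrough which indicates perturbed polyadenylation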
# HSF1 inhib: HSF1 inhibitors in luciferase reporter cells, primary screen, cell-based, NIH3T3, luminescence | AID 2098, 2009 | NIH3T3-HGL HSE-luciferase, MG132-induced, luminescence 8 h; active compounds read low | 300,000 tested, 0.77% active | activity change, negative = inhibition, % at 7.5 µM (by protocol);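 active = more than half of replicate wells show activity change below -50%, luminescence cut by over half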;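 note: luciferase reports HSF-1 transcriptional activity via heat shock element; 0% = median of DMSO wells and -100% = zero luminescence signal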
# HDAC3 inhib: HDAC3 deacetylase inhibitors, primary screen, biochemical, fluorescence, cell-free homogeneous; Histone deacetylase 3 (Homo sapiens), O15379; recombinant HDAC3, fluorogenic peptide/trypsin coupled; inhibition, % at 8.3 µM; 320,000 tested, 0.15% active; in the data active = inhibition above about 26%, passing the limit was not always enough
# Target sequence (O15379 whole entry, looked up): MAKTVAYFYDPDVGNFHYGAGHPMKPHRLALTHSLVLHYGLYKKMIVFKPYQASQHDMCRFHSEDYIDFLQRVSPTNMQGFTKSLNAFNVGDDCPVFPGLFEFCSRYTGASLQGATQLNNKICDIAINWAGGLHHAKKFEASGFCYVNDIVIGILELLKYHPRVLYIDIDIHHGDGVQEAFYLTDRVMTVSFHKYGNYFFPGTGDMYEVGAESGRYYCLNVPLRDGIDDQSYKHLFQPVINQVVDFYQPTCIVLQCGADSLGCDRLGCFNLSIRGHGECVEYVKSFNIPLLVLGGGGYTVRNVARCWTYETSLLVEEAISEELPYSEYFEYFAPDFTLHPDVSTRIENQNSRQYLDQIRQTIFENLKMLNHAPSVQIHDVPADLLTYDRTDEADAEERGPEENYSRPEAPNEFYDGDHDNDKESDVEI
# AI-2 QS mod: Vibrio harveyi AI-2 quorum sensing modulators, primary screen, JMH597 strain, luminescence/OD600 ratio | activity change, % at 7.5 µM | Vibrio harveyi JMH597 AI-2 luminescence/OD600 ratio, 9 h; active compounds read low; strain lacks LuxN and CqsS sensors; 0 = neutral-control median | 300,000 tested, 0.4% active | AID 2094, 2009; in the data active = activity change below about -75%, passing the limit was not always enough;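 note: luminescence divided by OD600 gain over 9 h not by final OD600 alone; inactives centre near 13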
# Dyrk1A ADPGlo: rat Dyrk1A kinase inhibitors, primary screen, biochemical, single point, plate reader; AID 504441, 2011; ADP-Glo luminescence, NFATc1 peptide; inhibition, % at 12.5 µM; 310,000 tested, 0.43% active; Dual specificity tyrosine-phosphorylation-regulated kinase 1A (Rattus norvegicus), Q63470; in the data active = inhibition above about 50%;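 note: plate controls were vehicle with enzyme for no effect and no enzyme for full effect; many of its hits are not listed in these tables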
# GSK3B inh: human GSK3beta kinase inhibitors, primary screen, biochemical, cell-free homogeneous, HTS. Glycogen synthase kinase-3 beta (Homo sapiens), P49841. GST-GSK3beta kinase, ADP-Glo luminescence, 60 min; active compounds read low. activity score (negative = inhibition), % at 10 µM. 300,000 tested, 0.038% active;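 active = more than half of replicate wells score below -50%, meaning over 50% inhibition versus plate controls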;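 note: 0% = median DMSO wells and -100% = median GW8510 positive control wells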
#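 test system = GST-tagged human GSK3beta kinase, cell-free | reagent = 25 µM ATP with peptide substrate | dosing = one dose of 10 µM per compound | schedule = 60 min reaction, RT | detection = luminescent ADP-Glo measurement of ADP formed | control set = DMSO neutral wells and GW8510 at 20 µM as positive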
# HSP90 refold inh: HSP90 inhibitors, primary screen, cell lysate, luminescence; AID 1789, 2009; Rabbit reticulocyte lysate, luciferase refolding luminescence, 3 h; Heat shock protein HSP 90 (rabbit reticulocyte lysate; luciferase refolding); inhibition, % at 5.6 µM; 290,000 tested, 0.91% active;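 active = inhibition above the screen-wide mean plus 3 SD, computed separately per campaign, cut at about 16% in these data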;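 note: 0% = DMSO wells and 100% = 60 µM geldanamycin wells; inhibitors lower the luminescence because luciferase stays unfolded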
# GSK3 alpha inh: blockers of GSK3A enzyme activity – biochemical, luminescence, cell-free homogeneous, HTS, primary screen. Glycogen synthase kinase-3 alpha (Homo sapiens), P49840. GSK-3 alpha kinase, ADP-Glo luminescence, 60 min. inhibition, % at 10 µM. 320,000 tested, 0.1% active. AID 2650, 2010;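 in the data active = inhibition above about 50%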;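 note: GST-tagged GSK-3 alpha with peptide substrate and 25 µM ATP; 0% = DMSO neutral wells and 100% = GW8510 positive control wells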
# Target sequence (P49840 whole entry, looked up): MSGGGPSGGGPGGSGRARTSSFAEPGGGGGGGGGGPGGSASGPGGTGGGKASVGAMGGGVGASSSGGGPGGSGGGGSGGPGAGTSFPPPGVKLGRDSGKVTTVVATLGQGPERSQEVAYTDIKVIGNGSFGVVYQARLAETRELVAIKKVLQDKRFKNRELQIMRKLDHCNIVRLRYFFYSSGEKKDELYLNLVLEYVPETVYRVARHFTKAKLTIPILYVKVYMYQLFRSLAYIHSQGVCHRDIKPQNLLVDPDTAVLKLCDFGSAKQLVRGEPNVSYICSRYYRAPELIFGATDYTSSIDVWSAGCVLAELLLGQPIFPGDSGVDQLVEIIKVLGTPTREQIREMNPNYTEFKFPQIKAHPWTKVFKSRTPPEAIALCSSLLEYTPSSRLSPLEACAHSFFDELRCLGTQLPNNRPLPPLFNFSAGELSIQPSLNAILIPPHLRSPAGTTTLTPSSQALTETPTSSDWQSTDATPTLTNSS
# HSF-1 act: HSF-1 activators, primary screen, NIH3T3-HGL cells, MG132 stress, luminescence, single point. activation, % at 9 µM. NIH3T3-HGL HSF-1 luciferase reporter, 8 h; 100% = twice DMSO control signal. 300,000 tested, 1.7% active;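 active = mean replicate activation of at least 50% with a set share of replicates each reaching 50%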;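 note: 0% = median of the neutral control wells and 100% = twice that signal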
# Platelet DG rel: inhibitors of platelet dense granule secretion, primary screen, cell-based, MLPCN, human platelets; inhibition, %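 (compounds screened at 7.5 µM in platelet-rich plasma)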; human platelet-rich plasma, SFLLRN dense granule ATP release, luminescence; 300,000 tested, 0.22% active;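 active = mean replicate score, as percent of positive control, at or above 50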
# * hit, by the source's call; i = inactive; . = no result given. This is a subset. The share of hits here may be higher or lower than overall.
SMILES,PolyA inh,HSF1 inhib,HDAC3 inhib,AI-2 QS mod,Dyrk1A ADPGlo,GSK3B inh,HSP90 refold inh,GSK3 alpha inh,HSF-1 act,Platelet DG rel
CC1CN(CCCCSc2ccccc2)CC(C)O1 (stereo not drawn),i,3,-3,2,0,-3,7,-1,5,-1
COc1ccc(CNC(=O)C(c2ccco2)N(Cc2cccs2)C(=O)Cc2cccs2)cc1 (stereo not drawn),i,2,6,-3,.,2,-2,-2,-11,0
O=C(CN1CCN(S(=O)(=O)N2CCCCC2)CC1)Nc1cc(Cl)cc(Cl)c1,i,7,2,18,0,1,0,0,-4,2
CCOC(=O)c1sc(=NC(=O)/C=C/c2ccccc2)n(C)c1C,i,9,-9,1,-5,1,-4,-10,40,-5
O=C(CSc1nc(-c2ccccc2)c(-c2ccccc2)[nH]1)NCc1ccco1,i,-3,7,21,-3,-3,3,-1,-5,-7
COC(=O)c1c(NC(C)=O)sc(C(=O)Nc2ccccc2C)c1C,i,-1,-1,3,-1,0,-1,-3,-20,-7
O=C(O)/C=C/C(=O)NC1CCS(=O)(=O)C1 (stereo not drawn),.,-4,-4,-8,-2,5,-3,-1,-9,-11
O=C(Nc1ccc(F)c(Cl)c1)Nc1ccc(Cl)cn1,i,4,4,8,2,-1,-1,-1,11,-6
COc1cc(/C=C/C(=O)OCC(=O)NC2CC2)cc(S(=O)(=O)N2CCc3ccccc32)c1OC,i,9,6,4,-1,4,0,-2,3,1
CN(CC1CCN(CCc2cccc(C(F)(F)F)c2)CC1)C(=O)c1ccc(F)cc1F,i,-9,5,11,-1,2,1,0,10,-2
COc1cc(/C=N/c2oc(C)c(C)c2C#N)cc(Br)c1O,.,-10,9,39,11,2,-1,0,-1,4
CCCCCOC(=O)C1C2C=CC3(CN(c4ccccc4C)C(=O)C13)O2 (stereo not drawn),i,0,-5,0,0,0,3,-3,27,0
O=C(CSc1nc2ccc(Cl)cc2o1)NCc1ccc2c(c1)OCO2,i,4,-5,5,-1,-1,3,0,2,2
Cc1nnnn1-c1ccc(CC(=O)O)cc1,i,-2,-11,30,0,-1,-2,-2,-5,4
Cc1cc(C)c(C(=O)COC(=O)c2cccnc2Cl)c(C)c1,i,27,-2,-5,11,1,1,0,30,-4
Cc1ccc2c(c1)-c1c(cnn1CC(=O)N(Cc1ccco1)C1CCCCC1)CO2,i,1,10,3,0,-5,1,-1,5,-5
CC(Sc1nnnn1-c1ccccc1)C(=O)Nc1ccccc1-c1ccccc1 (stereo not drawn),.,0,3,2,-1,0,2,0,-6,6
COc1ccc(OCCNc2cc(N3CCOCC3)ccc2[N+](=O)[O-])cc1,i,10,-2,9,7,-2,1,0,17,-2
O=C(O)CCSc1ccccn1,i,1,4,15,-1,2,2,-2,7,2
CCc1ccc(/C=C/C(=O)c2ccc(S(=O)(=O)N(C)C)cc2)cc1,i,1,2,-11,9,-2,2,0,7,36
COCCn1c(SCC(=O)Nc2ncc(Cl)c(C)c2Cl)nc2ccccc21,i,-2,-2,4,1,-2,-3,-2,8,-4
Fc1ccc(N2CCN(Cc3ccccn3)CC2)cc1,i,-13,0,19,-5,0,0,-1,0,0
CCCCSc1nc2ccc(Nc3nc(N4CCOCC4)nc(N4CCOCC4)n3)cc2s1,i,2,-2,-8,-3,4,-4,-7,-3,9
O=C(c1ccccc1)N1CCN(C(=S)NCCc2ccccc2)CC1,i,-1,.,8,-3,4,-1,-2,8,-3
CCOC(=O)c1c(C)c(C(=O)Nc2ccc(N(C)C)cc2)c(C)n1CC,i,2,-8,13,-1,1,-4,-1,2,-2
COc1ccc(N2CCN(Cc3nnnn3C3CCCCC3)CC2)cc1,i,4,6,26,5,0,-7,-4,3,-2
CC1=CC(=O)C=C(C)C1=NOc1ccccc1[N+](=O)[O-],i,-5,2,3,7,-3,-5,1,1,12
CCN1CCN(C(c2ccccc2F)c2nnnn2Cc2ccc3c(c2)OCO3)CC1 (stereo not drawn),i,0,5,15,0,2,2,1,4,0
Cc1ccccc1NC(=O)OCc1ccccc1,i,13,3,-13,.,6,-4,-4,31,1
CCOc1ccccc1/C=C/c1onc(C)c1S(=O)(=O)N1CCC(C(=O)N(CC)CC)CC1,i,-60*,5,-1,3,-3,2,-1,-70,-3

# Quoted at random: 3 records from the list
SMILES,PolyA inh,HSF1 inhib,HDAC3 inhib,AI-2 QS mod,Dyrk1A ADPGlo,GSK3B inh,HSP90 refold inh,GSK3 alpha inh,HSF-1 act,Platelet DG rel
O=C(c1ccccc1)N1CCN(C(=S)NCCc2ccccc2)CC1,i,-1,.,8,-3,4,-1,-2,8,-3
Fc1ccc(N2CCN(Cc3ccccn3)CC2)cc1,i,-13,0,19,-5,0,0,-1,0,0
CC1=CC(=O)C=C(C)C1=NOc1ccccc1[N+](=O)[O-],i,-5,2,3,7,-3,-5,1,1,12

# Remaining list, next part.
SMILES,PolyA inh,HSF1 inhib,HDAC3 inhib,AI-2 QS mod,Dyrk1A ADPGlo,GSK3B inh,HSP90 refold inh,GSK3 alpha inh,HSF-1 act,Platelet DG rel
O=C(CN1C(=O)c2ccccc2C1=O)Nc1ccccc1C(=O)N1CCCC1,i,-6,9,22,2,1,1,-2,-8,2
CCOC(=O)c1cc(=O)c2ccc(OCC(=O)Nc3ccccc3)cc2o1,i,-3,0,18,-2,0,4,2,10,3
CN(C)CCNC(=O)c1nn(C)c2c1CCc1ccccc1-2,i,-2,-1,9,-2,0,-2,-2,22,3
COc1ccccc1Nc1nc(N)nc(CSC(=S)N2CCN(c3ccccc3)CC2)n1,i,2,-3,13,-5,0,-3,-1,8,17
CC(=O)Nc1ccc(NC(=O)Nc2cccc(C)c2C)cc1,i,1,-5,6,-3,0,-1,.,11,-1
CCCCN(C)C(=O)CC(NS(=O)(=O)c1ccc(NC(C)=O)cc1)C(C)C (stereo not drawn),i,1,3,21,-5,2,1,-3,-14,-3
CCc1nnc(NC(=O)CSc2nnc3c(n2)[nH]c2ccccc23)s1,i,12,-3,4,3,0,-4,-4,24,-5
C=CCOc1cccc(C2C(C(=O)c3ccco3)=C(O)C(=O)N2CCN2CCOCC2)c1 (stereo not drawn),i,0,-16,14,14,-2,2,1,0,13
O=C1NCCN(Cc2ccc(-c3ccccc3)cc2)C1CC(=O)N1CCN(CCO)CC1 (stereo not drawn),i,-5,2,7,1,4,-5,0,10,3
O=C1CCC(C(=O)N2CCN(c3cnccn3)CC2)CN1CCc1cccc(F)c1 (stereo not drawn),i,2,4,16,2,0,2,0,12,-1
NC(=O)[C@@H]1CC2(CC(c3cccc(NC(=O)[C@H]4CCC(=O)N4)c3)=NO2)CN1C(=O)c1ccc(Cl)cc1 (stereo partly drawn),i,-3,2,25,-5,1,.,0,-20,7
CCn1c(C(O)c2cc(OC)ccc2OC)nc2ccccc21 (stereo not drawn),i,-3,-3,11,6,0,-1,-5,6,-2
Cc1cc(S(=O)(=O)NCCN(C)C)c(C)s1,i,2,4,14,-1,-4,-3,-2,-4,2
CC(=O)Nc1ccc(S(=O)(=O)N2CCN=C2c2ccccc2)cc1,i,1,-4,6,0,-5,-4,1,-3,-17
CC1(C)OC(=O)N(c2ccccn2)C1(C)O (stereo not drawn),i,-1,0,4,10,3,-2,1,-10,-39
CCC(=O)Nc1ccc(Oc2ccc3c(c2)C(=O)NC3=O)cc1,i,-1,3,18,-4,7,-2,7,-13,5
COc1ccc(N2CCN(C(=O)c3cccc(N4C(=O)C5C6C=CC(C6)C5C4=O)c3)CC2)cc1 (stereo not drawn),i,1,-1,10,.,0,-3,0,1,-6
O=C(Nc1ccc(F)c(Cl)c1)NC1CC1,i,-9,2,9,12,2,-1,.,-5,1
Cc1c(CCC(=O)O)c(=O)oc2cc3occ(-c4ccc(F)cc4)c3cc12,i,-2,4,32,5,0,7,8,-4,-8
COc1ccc2nc(SCC(N)=O)cc(C)c2c1,i,5,2,11,13,-5,-1,15,12,-17
CCc1c(C)nc2ncnn2c1N1CCC(C(=O)N2CCN(c3ccc(F)cc3)CC2)CC1,i,5,4,19,2,0,-1,-3,-8,0
NS(=O)(=O)c1ccc(NC(=O)COC(=O)c2cnccn2)cc1,i,-7,0,3,.,-4,-4,-1,1,-23
C[C@H](NS(=O)(=O)c1ccc(Cl)cc1)C(=O)OCC(=O)NC(=O)Nc1ccc2c(c1)OCCO2,i,1,-2,6,-4,-2,3,-3,2,7

# Structures shown so far that have a COOH group:
SMILES,PolyA inh,HSF1 inhib,HDAC3 inhib,AI-2 QS mod,Dyrk1A ADPGlo,GSK3B inh,HSP90 refold inh,GSK3 alpha inh,HSF-1 act,Platelet DG rel
O=C(O)/C=C/C(=O)NC1CCS(=O)(=O)C1 (stereo not drawn),.,-4,-4,-8,-2,5,-3,-1,-9,-11
Cc1nnnn1-c1ccc(CC(=O)O)cc1,i,-2,-11,30,0,-1,-2,-2,-5,4
O=C(O)CCSc1ccccn1,i,1,4,15,-1,2,2,-2,7,2
Cc1c(CCC(=O)O)c(=O)oc2cc3occ(-c4ccc(F)cc4)c3cc12,i,-2,4,32,5,0,7,8,-4,-8

# Assay outcomes from PubChem.
